Compound activity from PubChem.
HePTP inh: human HePTP phosphatase inhibition. P35236. recombinant HePTP phosphatase activity, OD absorbance. inhibition, % at 20 µM. actives 0.64% (n = 110,000). AID 521; in the data active = inhibition above about 50%;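 also: plate controls were vehicle for no effect and reference inhibitor for full effect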
BAP1 block: blocks human BAP1 ubiquitin-AMC hydrolysis | Q92560 | recombinant BAP1, Ub-AMC hydrolysis fluorescence kinetic; hits give low values | activity remaining (% of control), % at 20 µM | actives 0.48% (n = 72,000) | AID 436;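 active = activity remaining at or below 50% of control, provided the compound also passes the data quality filters; inactive = the rest, including low values that fail the filters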;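 also: 100% = DMSO wells rate and 0% = substrate alone blank rate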
Target sequence (Q92560 whole entry, looked up): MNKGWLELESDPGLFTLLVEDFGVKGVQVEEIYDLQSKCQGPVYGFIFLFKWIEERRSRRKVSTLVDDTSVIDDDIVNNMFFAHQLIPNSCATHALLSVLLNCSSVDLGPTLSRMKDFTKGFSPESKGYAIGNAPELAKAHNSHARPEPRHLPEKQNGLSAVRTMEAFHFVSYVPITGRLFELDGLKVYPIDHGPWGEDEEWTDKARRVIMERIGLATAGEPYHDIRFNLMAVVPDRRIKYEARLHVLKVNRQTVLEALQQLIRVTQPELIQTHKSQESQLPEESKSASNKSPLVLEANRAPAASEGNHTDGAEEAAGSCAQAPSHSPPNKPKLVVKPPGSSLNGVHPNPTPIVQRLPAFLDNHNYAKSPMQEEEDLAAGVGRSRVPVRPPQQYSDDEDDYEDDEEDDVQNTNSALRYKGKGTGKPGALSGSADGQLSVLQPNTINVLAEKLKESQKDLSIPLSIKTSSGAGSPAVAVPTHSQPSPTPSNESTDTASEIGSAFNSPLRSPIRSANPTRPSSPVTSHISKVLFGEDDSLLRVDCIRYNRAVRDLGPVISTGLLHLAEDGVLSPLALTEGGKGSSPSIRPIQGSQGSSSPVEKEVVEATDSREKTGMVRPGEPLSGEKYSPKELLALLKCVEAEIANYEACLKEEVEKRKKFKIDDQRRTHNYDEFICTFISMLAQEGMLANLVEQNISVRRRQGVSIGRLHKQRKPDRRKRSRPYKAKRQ
The depositor's hits bear a star; nt = no result given; & = joins results of further samples. The order is random; overall some 0.83% were active at least once.

Screens in order: HePTP inh | BAP1 block
CCn1c(=O)cc(OCC(=O)Nc2ccc(C)cn2)c2ccccc21
    2 | 106
CCn1c2ccccc2c2nnc(SCC(=O)NCCOC)nc21
    1 | 92
COc1ccccc1C(=O)NC(CCSC)C(=O)NCC(c1ccco1)N(C)C (configuration not stated)
    10 | nt
Nc1ccc2[nH]nc3c2c1C(=O)c1ccccc1-3
    5 | nt
CC(=O)Oc1cccc(N2C(=O)C3C4C=CC(C4=C(C)C)C3C2=O)c1 (configuration not stated)
    11 | 96
CCN(CC)S(=O)(=O)c1ccc(Oc2cccc(C(C)=O)c2)nc1
    -3 | 119
Cc1ccc(S(=O)(=O)NCC(=O)OCN2C(=O)c3ccccc3C2=O)cc1
    0 | 119
COc1cc(OC)cc(-c2nc(-c3cc4cc(C)ccc4nc3OC)no2)c1
    3 | 245
CCOc1cc2[nH]c(=O)n(Cc3ccc(C(=O)NCCOC)cc3)c(=O)c2cc1OCC
    -5 | 72
CCn1c(SCC(=O)NCc2ccco2)nnc1-c1cccs1
    8 | 78
Cc1ccc(/C(O)=C2\C(=O)C(=O)N(CCCC(=O)O)C2c2ccccc2F)cc1 (configuration not stated)
    -16 | nt
CCOC(=O)c1ccc(NC(=O)C2CC(=O)N(c3ccc(Br)cc3)C2)cc1 (configuration not stated)
    4 | nt
Cc1ccc(-c2nnn(CCC(=O)Nc3ccc4c(c3)OCO4)n2)cc1
    11 | 109
Cc1ccccc1C(=O)Nc1ccc(Cl)cn1
    1 | 97
CC1(C)CC(CC(=O)O)(Cc2ccccc2)CCO1 (configuration not stated)
    12 | nt
CCN(CC)CCOC(=O)C12CC3CC(CC(C3)C1)C2
    5 | 77
CC(NC(=O)CSc1nnc(N)s1)c1ccccc1 (configuration not stated)
    6 | nt
N=C1C(c2nc(-c3ccc(Cl)cc3)cs2)=C(O)CN1CCCN1CCOCC1
    4 | 144
Cc1oc(/C=N/NC(=O)CN(c2ccccc2)S(=O)(=O)c2ccccc2)cc1Br
    1 | nt
NC1=NC2(CCCC2)N=C(Nc2ccc(F)cc2F)N1
    4 | nt
Cc1ccc(C2OCC3(CO)COC(c4ccc(C)cc4)N23)cc1 (configuration not stated)
    4 | nt
O=C(CCCc1c[nH]c2ccccc12)N1CCOCC1
    0 | 111
Cc1ccc(S(=O)(=O)N2C(=O)CCC2C(=O)NCc2ccco2)cc1 (configuration not stated)
    1 | 111
Cc1cc(NC(=O)Cc2cccs2)ccc1NC(=O)c1cccs1
    6 | nt
COc1ccc(Nc2cc(=O)n(C3CCCCC3)c(=O)[nH]2)c(OC)c1
    9 | 86
COc1ccc2[nH]c(=O)c(-c3noc(-c4ccc(F)cc4)n3)cc2c1
    nt | 70
Cc1cc(Br)ccc1OCC(=O)N(Cc1nc(-c2ccccc2)no1)C(C)C
    5 | 58
Cc1ccc(S(=O)(=O)Cn2nnnc2C(C(C)C)N2CCSCC2)cc1 (configuration not stated)
    4 | 92
COc1ccc(-n2c(Cc3cccn3C)nnc2SCC(=O)Nc2cccc(NC(C)=O)c2)cc1
    0 | 85
COC(=O)c1cccc(NC(=O)C2COc3ccccc3O2)c1 (configuration not stated)
    -12&2 | 88

Next part, overlapping the part above by 7 compounds.
Screens in order: HePTP inh | BAP1 block
Cc1cc(NC(=O)Cc2cccs2)ccc1NC(=O)c1cccs1
    6 | nt
COc1ccc(Nc2cc(=O)n(C3CCCCC3)c(=O)[nH]2)c(OC)c1
    9 | 86
COc1ccc2[nH]c(=O)c(-c3noc(-c4ccc(F)cc4)n3)cc2c1
    nt | 70
Cc1cc(Br)ccc1OCC(=O)N(Cc1nc(-c2ccccc2)no1)C(C)C
    5 | 58
Cc1ccc(S(=O)(=O)Cn2nnnc2C(C(C)C)N2CCSCC2)cc1 (configuration not stated)
    4 | 92
COc1ccc(-n2c(Cc3cccn3C)nnc2SCC(=O)Nc2cccc(NC(C)=O)c2)cc1
    0 | 85
COC(=O)c1cccc(NC(=O)C2COc3ccccc3O2)c1 (configuration not stated)
    -12&2 | 88
NNC(=O)Cc1ccc(C(F)(F)F)cc1[N+](=O)[O-]
    3 | nt
O=C(NCc1cccnc1)c1ccc(S(=O)(=O)N2CCOCC2)cc1
    6&-13 | 127
CC(C)(C)c1csc(N(CCC#N)CCC#N)n1
    7 | 114
CCC(C)NC(=O)CC1Oc2ccc(Cl)cc2NC1=O (configuration not stated)
    5 | 97
NNC(=O)c1cc(-c2ccc3c4c(cccc24)CC3)n[nH]1
    -9 | nt
CCOC(=O)c1c(NC(=O)Oc2ccccc2)sc2c1CCC(C)C2 (configuration not stated)
    2 | nt
CCC1CCCCN1CC(=O)Nc1cc(C)nn1-c1nc(C)cc(C)n1 (configuration not stated)
    8 | 107
CS(=O)(=O)c1sc2nc(-c3cccs3)cc(-c3ccccc3)c2c1N
    0 | 65
FC(F)(F)c1cccc(-c2ccc(C(=S)N3CCOCC3)o2)c1
    -5 | nt
COC(=O)C1=C(C)N(CC(C)C)C(=O)/C1=C\c1cc(OC)c(OC)c(OC)c1
    7 | nt
Cc1cc(C)cc(N2C(=O)NC(=O)/C(=C\c3cc(Br)ccc3OCC(=O)O)C2=O)c1
    -9 | nt
CCCCCCNC(=O)Cc1c(O)c2ccccc2[nH]c1=O
    5 | 72
NNC(=O)C1(c2ccccc2)CCCC1
    -2 | nt
O=C(CN1CCOc2ccccc21)N1CCN(c2cccc(Cl)c2)CC1
    7 | 89
O=c1[nH]c(=S)n(-c2ccccc2)c(O)c1/C=C1\C=Nc2ccccc21
    10 | nt
CC(=O)Nc1cc(-c2nn3c(C)nnc3s2)ccc1C
    -3 | 98
CCC(C(=O)Nc1ccc(Br)cc1)c1ccccc1 (configuration not stated)
    -4 | nt
N/C(=N\OC(=O)c1ccccc1I)c1ccc(Cl)cc1
    6 | nt
O=C(NCc1ccc(F)cc1)C1CCCN(C(=O)Nc2ccccc2)C1 (configuration not stated)
    3 | 115
COc1ccc(C2=NN(C(C)=O)C(c3ccc(OC)cc3)C2)cc1 (configuration not stated)
    4 | nt
Cc1csc(NC(=O)CSc2nnc(-c3ccoc3C)o2)n1
    4 | 96
CC(C)=NNc1nnc2c(n1)[nH]c1ccccc12
    -8 | nt
Cc1cc(C)n(-c2nc(NCC(C)O)c3c4c(sc3n2)CCCC4)n1 (configuration not stated)
    -6 | 235
Cc1ccc(C(=O)O/N=C(\N)c2ccc(Br)cc2)cc1[N+](=O)[O-]
    -7 | nt
O=C(Nc1ccc(Cl)cc1)O/N=C/c1ccc([N+](=O)[O-])cc1
    -8 | nt
COCCN(CCOC)Cc1c(C)[nH]c2ccccc2c1=O
    -5&7 | 91
CCOC(=O)C1=C(C)NC(=O)NC1c1ccc(Cl)cc1Cl (configuration not stated)
    7 | 79
COc1ccc(OC)c(NC(=O)C2C3C=CC(C3)C2C(=O)NCc2ccccn2)c1 (configuration not stated)
    8 | 97
Cn1c(CN2CCOCC2)nnc1SCC(=O)NCCc1ccccc1
    4 | 95
CC(C)(C)NC(=O)NC(=O)COC(=O)COc1ccc2c(c1)CCC2
    -9 | 94

Profiles, looked up by structure. Order of screens: HePTP inh, BAP1 block
CCN(CC)S(=O)(=O)c1ccc(Oc2cccc(C(C)=O)c2)nc1 reads -3, 119
NNC(=O)Cc1ccc(C(F)(F)F)cc1[N+](=O)[O-] reads 3, nt

Additional records.
Screens in order: HePTP inh | BAP1 block
COc1ccc(S(=O)(=O)N2CCCC(C(=O)O)C2)cc1Cl (configuration not stated)
    9 | 92
CCOc1ccc2cc(S(=O)(=O)n3ccnc3C)ccc2c1
    10&4 | 87
Cc1ccc(NC(=O)C2CC(=O)N(c3ccc(Cl)cc3)C2)cc1 (configuration not stated)
    8 | nt
CS(=O)(=O)Nc1ccccc1C(=O)NCc1ccco1
    4 | 88
CC1=C(C(=O)OC(C)C)C(c2cccc(F)c2)C2=C(CCCC2=O)N1 (configuration not stated)
    8 | nt
Oc1oc(-c2ccco2)nc1C=Nc1ccccc1
    10 | 102
Cc1ccc(C(=O)Nc2ccc(NC(=O)c3ccco3)c(Cl)c2)cc1C
    2 | nt
CN(C)CCCNC(=O)c1ccc([N+](=O)[O-])cc1
    -1 | nt
Cc1ccc(NCCC(=O)c2cccs2)cc1
    -4 | nt
CCc1ccc2[nH]c(=O)c(CN(Cc3ccccc3)Cc3nnnn3Cc3ccco3)cc2c1
    17 | 40*
CC(=O)Oc1ccc(C(=O)Nc2nnc(C)s2)cc1
    2 | 86
O=C(CC(c1ccccc1)c1ccccc1)NCc1cccnc1
    8 | nt
Cc1ccc(/C=C/C(=O)Nc2nc3ccc(S(C)(=O)=O)cc3s2)cc1
    -6 | nt
CCOc1cc(-c2nc(-c3ccc(C)nc3OC)no2)cc(OCC)c1OCC
    -14 | 78
COc1ccc(C(=O)Nc2cccc(C)c2)cc1
    3 | 85
CC1CCCC(C)N1C(=O)CSc1nnc(NC(=O)c2cccs2)s1 (configuration not stated)
    5 | 98
Cn1c(CNc2nc(-c3ccccc3)cs2)nnc1SCC(=O)c1ccccc1
    4 | 83
CC(C)CC(NC(=O)OC(C)(C)C)C(=O)O (configuration not stated)
    11 | nt
Cc1ccc(C2CC(c3cccc(Br)c3)Nc3nnnn32)cc1 (configuration not stated)
    13 | 74
CC(=O)/C(=C/c1ccc(N(C)C)cc1)[N+](=O)[O-]
    -15 | nt
COc1ccc(C(c2nnnn2Cc2cccs2)N2CCC(C(N)=O)CC2)c(OC)c1 (configuration not stated)
    -2 | 100
COc1ccccc1N1CCN(S(=O)(=O)c2ccc(F)cc2)CC1
    3 | 92
COc1ccc(C(=S)N2CCCC2)cc1C
    -9 | 96
Cc1ccc2cccc(S(=O)(=O)NC3CCS(=O)(=O)C3)c2n1 (configuration not stated)
    8 | 79
CC1C(=O)NN=C1C(=O)N/N=C/c1cccc(O)c1 (configuration not stated)
    -2 | nt
COc1ccccc1/C=N/N1CCN(Cc2cccc3ccccc23)CC1
    -4 | nt
CCN(CC)S(=O)(=O)c1cccc(C(=O)N2CC(O)CC2C(=O)O)c1 (configuration not stated)
    10 | 63
COc1ccc(NC(=O)C2CCCN(C(=O)NC3CCCCC3)C2)cc1OC (configuration not stated)
    3 | 89
CN1CCCC(OC(=O)c2cc(Cl)ccc2Cl)C1 (configuration not stated)
    -9 | 121
CC(=O)Nc1cccc(NC(=O)C2CC(=O)N(c3ccc(C)cc3)C2)c1 (configuration not stated)
    10 | 87

2 entries from above, as a markdown table:
| compound | HePTP inh | BAP1 block |
| --- | --- | --- |
| Oc1oc(-c2ccco2)nc1C=Nc1ccccc1 | 10 | 102 |
| Cc1ccc(C(=O)Nc2ccc(NC(=O)c3ccco3)c(Cl)c2)cc1C | 2 | nt |

Next section
Screens in order: HePTP inh | BAP1 block
Cc1ccc(N2NC(=O)/C(=C/c3cc([N+](=O)[O-])ccc3O)C2=O)cc1C
    15 | nt
O=C(NCc1ccco1)c1ccc(S(=O)(=O)N2CCOCC2)cc1
    17 | nt
CN(C)S(=O)(=O)c1ccc(/C(O)=C2/C(=O)C(=O)N(CCN3CCCCC3)C2c2cccnc2)cc1 (configuration not stated)
    -8 | 93
COc1cc(OC)cc(C(=O)N2CCN(Cc3cccc(F)c3)CC2)c1
    3 | 95
COc1ccccc1N1C(=O)CC(N2CCc3ccccc32)C1=O (configuration not stated)
    1 | 135
O=C(O)CCn1c(=O)sc2ccccc21
    -11 | 95
Nc1ccccc1SCC(=O)N1CCc2ccccc21
    0 | 99
Cc1cccc(CS(=O)(=O)Cc2ccc(C(=O)NCCN3CCCCC3C)o2)c1 (configuration not stated)
    -2 | 101
Clc1cccc(Cl)c1OCCCCN1CCOCC1
    6 | nt
CCOC(=O)[C@H]1CCC[C@@H](NS(=O)(=O)c2ccc(NC(C)=O)cc2)C1
    7 | 98
Cc1cc(C)c(S(=O)(=O)Nc2ccc(O)cc2)cc1C
    3 | 101
CC(=O)Nc1ccc(S(=O)(=O)Nc2ccc(O)c3ccccc23)cc1
    -9 | nt
CCOC(=O)CSc1nc2cc(C(=O)N3CCC(C(N)=O)CC3)ccc2c(=O)n1-c1ccccc1
    1 | 82
Cc1ccc(CCC(=O)Nc2nccs2)o1
    4 | 95
COc1ccc(S(=O)(=O)n2nc(OC(=O)c3ccc(C)cc3)cc2N)cc1
    7 | 101
COc1ccc(NC(=O)CN2CCC(C)CC2)cc1
    12 | 57
Cc1cc(C(=O)CSc2nnc(N)s2)c(C)n1CCc1ccc(Cl)cc1
    6 | nt
COc1ccc(C(=O)NCCc2nnc(SCc3nc4ccccc4c(=O)[nH]3)n2C)cc1
    9 | 51
CC(C)c1ccc(N=C2C(=O)Nc3ccc(Br)cc32)cc1
    7 | nt
CC1(C)NC(=O)N(CC(O)COc2ccccc2C(=O)Nc2ccccc2)C1=O (configuration not stated)
    4 | 132
Cc1nc2ccc(Br)cn2c1NC(C)(C)C
    0 | 96
CC(=O)N(C)C1(c2nnnn2CCOC(=O)Nc2cccc3ccccc23)CCCC1
    13 | 105
CCOc1ccccc1-c1nc(-c2cc3ccc(C)cc3[nH]c2=O)no1
    5 | nt
COc1ccc(S(=O)(=O)N[C@@H](Cc2ccccc2)C(=O)N2CC[C@@]3(O)CCCC[C@H]3C2)cc1
    6 | 110
Cc1nc(=O)c(-c2ccccc2)c(C)n1-c1ccccc1C(=O)O
    -2 | 143
CCCCNC(=O)c1ccc(N2CCOCC2)c(NS(=O)(=O)c2ccc(OC)cc2)c1
    2 | 91
